TCR-CD3 inh – human TCR-CD3 binding inhibition; AID 651800; TAMRA-labeled TCR probe fluorescence, biochemical; inhibition, % at 9.4 µM; hit rate 0.37% among 360,000; in the data active = inhibition above about 19%;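 also: recombinant mutant TCR 2C K166C tagged with TAMRA read by polarization; 0% = receptor in buffer alone and 100% = receptor with positive control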
GC-B act – GC-B (human) receptor activation; P20594; HEK293-GC-B cells, CNP EC30, cGMP TR-FRET; 0% at EC30 CNP, 100% saturating CNP; activation, % at 10 µM; hit rate 0.11% among 370,000; AID 1920062;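 active = activation at 10 µM reaching about 35% in either raw or pattern-adjusted values, limit read from the data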
Target sequence (P20594 whole entry, looked up): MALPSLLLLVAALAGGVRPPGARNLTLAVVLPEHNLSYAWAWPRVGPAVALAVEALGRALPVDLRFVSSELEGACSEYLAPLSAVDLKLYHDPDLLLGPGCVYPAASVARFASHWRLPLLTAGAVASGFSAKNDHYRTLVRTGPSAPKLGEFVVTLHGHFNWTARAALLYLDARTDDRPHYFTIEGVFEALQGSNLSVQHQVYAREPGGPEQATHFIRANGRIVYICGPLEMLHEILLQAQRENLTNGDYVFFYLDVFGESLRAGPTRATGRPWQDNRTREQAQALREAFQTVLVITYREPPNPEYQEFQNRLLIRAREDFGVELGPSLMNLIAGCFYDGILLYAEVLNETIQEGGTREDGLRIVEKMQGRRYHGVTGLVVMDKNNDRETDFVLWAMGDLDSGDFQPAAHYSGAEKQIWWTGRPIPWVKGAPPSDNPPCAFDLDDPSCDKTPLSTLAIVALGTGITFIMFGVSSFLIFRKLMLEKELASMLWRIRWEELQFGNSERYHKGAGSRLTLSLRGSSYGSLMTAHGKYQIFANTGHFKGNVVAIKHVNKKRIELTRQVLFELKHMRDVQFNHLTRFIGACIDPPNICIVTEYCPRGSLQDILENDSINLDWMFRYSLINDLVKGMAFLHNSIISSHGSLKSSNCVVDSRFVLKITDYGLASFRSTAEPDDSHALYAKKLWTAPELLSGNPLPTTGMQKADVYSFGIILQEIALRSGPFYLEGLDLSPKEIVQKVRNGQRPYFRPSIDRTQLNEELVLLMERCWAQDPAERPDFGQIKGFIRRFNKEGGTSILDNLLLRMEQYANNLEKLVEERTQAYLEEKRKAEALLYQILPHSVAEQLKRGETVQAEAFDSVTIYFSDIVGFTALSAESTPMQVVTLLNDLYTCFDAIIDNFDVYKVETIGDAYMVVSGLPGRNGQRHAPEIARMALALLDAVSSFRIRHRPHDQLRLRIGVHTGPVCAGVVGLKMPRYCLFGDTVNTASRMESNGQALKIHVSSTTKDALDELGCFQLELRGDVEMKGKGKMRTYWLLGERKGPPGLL
rCAG RNA binder – binds r(CAG) RNA repeats. r(CAG) RNA repeat, TO-PRO-1 dye displacement fluorescence. inhibition, % at 3 µM. hit rate 1.3% among 370,000. AID 651821;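 active = inhibition above the plate cutoff, the mean of all test compounds on that plate plus 3 SD, cut at about 35% in these data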;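 also: 0% = DMSO alone and 100% = 100 µM mitoxantrone as full dye displacement; higher means more dye released from RNA so lower well fluorescence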
NPR1 activator – GC-A (human) enzyme activation; P16066; HEK293 GC-A cells, cGMP TR-FRET, EC30 ANP; 0% at EC30 ANP, 100% saturating ANP; activation, % at 10 µM; hit rate 0.14% among 370,000; in the data active = activation above about 40%
SIAE inh – blocks human sialic acid acetylesterase; hit rate 0.69% among 370,000; SIAE FP-Rh probe binding, fluorescence polarization; Q9HAT2; inhibition, % at 9.66 µM; AID 1053197;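 active = inhibition above a cutoff: mean of compounds within the control limits plus 3 SD of those, cut at about 17% in these data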;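 also: 0% = plate median of compound wells and 100% = probe without SIAE protein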
HTRA1 inh – blocks human HTRA1 serine peptidase. Q92743. AID 504803. recombinant HTRA1, FP-rhodamine activity-based probe, fluorescence polarization. hit rate 0.5% among 340,000. inhibition, % at 5.96 µM; in the data active = inhibition above about 36%;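 also: 0% = enzyme with DMSO and 100% = wells lacking enzyme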
PRMT1 FP inh – inhibitors of human PRMT1; Q99873; recombinant PRMT1, activity-based probe fluorescence polarization; hit rate 1.3% among 370,000; inhibition, % at 2.79 µM;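 active = inhibition above about 21% made by adding two undisclosed values, limit read from the data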
UHRF1 MBD2 ctr – blocks human UHRF1 binding to methylated DNA. UHRF1 binding to methylated oligo, TR-FRET. inhibition, % at 4.4 µM. hit rate 0.75% among 370,000; in the data active = inhibition above about 21%;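 also: UHRF1 SRA domain binding a hemimethylated CpG hairpin DNA probe; 0% = median of test compound wells and 100% = reference inhibitor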
ABHD4 inh – inhibitors of mouse ABHD4 | purified mABHD4, FP-Rh probe fluorescence polarization | inhibition, % at 8.92 µM | AID 720543 | Q8VD66 | hit rate 0.54% among 370,000;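 active = inhibition exceeding the mean over every tested compound plus 3 SD, cut at about 30% in these data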;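 also: 0% = plate median of compound wells and 100% = S159A mutant with DMSO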
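System: mouse ABHD4 enzyme, wild type / Medium: HEPES pH 7.0, NaCl, Pluronic buffer / Reagent: FP-Rh activity-based fluorescent probe / Control set: S159A mutant high control, sample median low control / Detection: fluorescence polarization with parallel and perpendicular emission, 525/598 nm / Schedule: 45 min + 60 min at 25 °C / Compound dosing: 8.92 µM, single dose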
MBD2 inh – MBD2-methylated oligo binding inhibition; TR-FRET, MBD2 binding to methylated oligonucleotide; inhibition, % at 4.4 µM; hit rate 0.31% among 370,000; AID 686964; in the data active = inhibition above about 13%
* marks the source's active call; other numbers are inactive results; · = not tested or not shown. This is a subset; the hit share may differ from the screen's.

SMILES	TCR-CD3 inh	GC-B act	rCAG RNA binder	NPR1 activator	SIAE inh	HTRA1 inh	PRMT1 FP inh	UHRF1 MBD2 ctr	ABHD4 inh	MBD2 inh
O=S(=O)(NCC(c1ccc2c(c1)OCO2)N1CCOCC1)c1ccc(Br)cc1 (stereo not given)	4	-4	-6	-3	6	13	2	1	1	1
O=C(NCCCN1CCN(c2cccc(Cl)c2)CC1)c1nc(-c2ccncc2)no1	5	-7	-5	-7	1	-4	-2	-2	0	-2
COc1cc2c(cc1OC)-c1cc3ccc4c(c3c[n+]1CC2)OCO4	2	-11	-67	-14	8	6	57*	-67	12	-23
CCN1CCN(c2cc(C)c3cc(NC(=O)c4ccncc4)ccc3n2)CC1	-5	-2	4	3	5	3	5	4	3	5
Cc1ccc(N(CCC#N)C(=O)COC(=O)c2nc3nc(C)cc(C)n3n2)cc1	3	0	-1	1	5	-3	1	4	3	0
COc1ccc(NC(=O)/C(C#N)=C\c2ccc(-c3cccc(C(=O)O)c3C)o2)cc1	-1	-5	25	-4	-9	-10	3	1	0	-2
CCOC(=O)N1CCC(NC(=O)Cn2cccc2C(=O)c2ccccc2)CC1	2	-6	0	0	10	3	0	0	-1	-7
COc1ccc(C2/C=C\CN(C(=O)C3CCCCC3)CC(=O)N2Cc2ccc(F)cc2)cc1 (stereo not given)	-8	-4	-3	-2	4	-3	0	0	2	-5
O=C(N=Nc1c(O)n(Cc2ccccc2)c2ccccc12)c1ccc(O)cc1	-6	4	16	15	-7	-32	4	2	-9	41*
Cc1cccn2c(CNCCc3ccco3)c(C(=O)N3CCOCC3)nc12	1	-4	0	1	3	-2	-4	-1	-11	-6
CCOc1[nH]n(-c2ccccc2)c(=O)c1C=Nc1ccc(C)cc1	7	-1	0	-3	-3	1	1	-4	2	-1
Cc1ccc(S(=O)(=O)N/N=C/c2c[nH]c3ccccc23)cc1	2	2	18	1	9	2	0	0	1	1
COc1ccc(OCC(=O)NNC(=O)C(=O)N2CCCC2)cc1	5	0	-2	1	0	12	3	-1	-1	-2
CNC(=O)C(=O)NCC(c1cccs1)S(=O)(=O)c1ccc(C)cc1 (stereo not given)	-2	4	-2	-3	6	-1	5	2	-7	5
COCCNc1nc2c(c(=O)n(C)c(=O)n2C)n1Cc1cccc(C)c1	7	5	-5	5	-3	3	-1	-2	2	1
O=c1c2ccccc2nnn1CSc1nnnn1-c1ccccc1	10	4	-2	-3	6	2	1	12	-4	2
CCOc1ccc(S(=O)(=O)N2CCCC(C(=O)NCc3ccccn3)C2)cc1C (stereo not given)	0	2	-2	-2	-3	-3	0	0	-4	-3
COc1ccc2[nH]c(=O)c(CN(C(=O)c3cccnc3)c3ccc(C)cc3C)cc2c1	5	3	-7	-3	-3	4	6	1	0	4
CC(C)OC(=O)CSc1nnc(-c2ccccn2)n1-c1ccccc1	-3	6	0	2	3	2	-1	-2	-5	-4
CCOc1ccc(C(C)=O)cc1COC(=O)c1cc([N+](=O)[O-])ccc1N1CCOCC1	1	5	2	1	-5	-12	2	2	-7	-2
O=C(Nc1ccccc1C(=O)N1CCCCC1)C1CCCCC1	-6	1	-2	-4	0	7	1	6	-9	2
COc1ccccc1/C=N/NC1=NCCCCC1	1	2	-2	1	3	-1	1	-2	2	-3
O=C(CNC(=S)NC(=O)c1ccco1)c1ccccc1	3	2	-1	-2	2	-6	-2	-1	-1	2
CN1CCCC(OC(=O)c2ccc(C(C)(C)C)cc2)C1 (stereo not given)	-8	-2	-6	-4	0	4	4	4	12	-3
CC(=O)N1c2ccc(S(=O)(=O)NCc3ccco3)cc2CC1C (stereo not given)	10	2	-1	10	2	0	-2	0	-3	0

Sorted by heavy-atom count (low to high): 13 of the compounds above
SMILES	TCR-CD3 inh	GC-B act	rCAG RNA binder	NPR1 activator	SIAE inh	HTRA1 inh	PRMT1 FP inh	UHRF1 MBD2 ctr	ABHD4 inh	MBD2 inh
COc1ccccc1/C=N/NC1=NCCCCC1	1	2	-2	1	3	-1	1	-2	2	-3
O=C(CNC(=S)NC(=O)c1ccco1)c1ccccc1	3	2	-1	-2	2	-6	-2	-1	-1	2
Cc1ccc(S(=O)(=O)N/N=C/c2c[nH]c3ccccc23)cc1	2	2	18	1	9	2	0	0	1	1
O=C(Nc1ccccc1C(=O)N1CCCCC1)C1CCCCC1	-6	1	-2	-4	0	7	1	6	-9	2
CCOc1[nH]n(-c2ccccc2)c(=O)c1C=Nc1ccc(C)cc1	7	-1	0	-3	-3	1	1	-4	2	-1
COc1cc2c(cc1OC)-c1cc3ccc4c(c3c[n+]1CC2)OCO4	2	-11	-67	-14	8	6	57*	-67	12	-23
COCCNc1nc2c(c(=O)n(C)c(=O)n2C)n1Cc1cccc(C)c1	7	5	-5	5	-3	3	-1	-2	2	1
Cc1cccn2c(CNCCc3ccco3)c(C(=O)N3CCOCC3)nc12	1	-4	0	1	3	-2	-4	-1	-11	-6
CCOC(=O)N1CCC(NC(=O)Cn2cccc2C(=O)c2ccccc2)CC1	2	-6	0	0	10	3	0	0	-1	-7
CCOc1ccc(S(=O)(=O)N2CCCC(C(=O)NCc3ccccn3)C2)cc1C (stereo not given)	0	2	-2	-2	-3	-3	0	0	-4	-3
O=C(NCCCN1CCN(c2cccc(Cl)c2)CC1)c1nc(-c2ccncc2)no1	5	-7	-5	-7	1	-4	-2	-2	0	-2
CCOc1ccc(C(C)=O)cc1COC(=O)c1cc([N+](=O)[O-])ccc1N1CCOCC1	1	5	2	1	-5	-12	2	2	-7	-2
COc1ccc(C2/C=C\CN(C(=O)C3CCCCC3)CC(=O)N2Cc2ccc(F)cc2)cc1 (stereo not given)	-8	-4	-3	-2	4	-3	0	0	2	-5

Returning to the listing, repeating the 2 entries before the break.
SMILES	TCR-CD3 inh	GC-B act	rCAG RNA binder	NPR1 activator	SIAE inh	HTRA1 inh	PRMT1 FP inh	UHRF1 MBD2 ctr	ABHD4 inh	MBD2 inh
CN1CCCC(OC(=O)c2ccc(C(C)(C)C)cc2)C1 (stereo not given)	-8	-2	-6	-4	0	4	4	4	12	-3
CC(=O)N1c2ccc(S(=O)(=O)NCc3ccco3)cc2CC1C (stereo not given)	10	2	-1	10	2	0	-2	0	-3	0
CN(Cc1ccccc1F)C(=O)C1CCCN(C(=O)c2ccc(Cl)cc2)C1 (stereo not given)	4	4	-6	-1	-4	-2	-3	0	-2	1
COc1cccc(OC2(C)CCN(Cc3ccc(-c4ccccn4)cc3)C2)c1 (stereo not given)	5	-2	-1	-1	4	·	-4	-1	-1	-11
O=c1c2ccc(F)cc2nc2sc(Nc3ccc4c(c3)CCC4)nn12	·	-7	·	4	2	·	2	-1	4	5
S=c1[nH]nc(-c2cnccn2)n1-c1ccccc1	-3	2	-1	10	7	0	-1	1	0	-5
COc1ccc2oc(C(=O)N3CCN(C(c4ccccc4)c4ccccc4)CC3)c(C)c2c1	0	-3	7	0	-4	-53	-2	-2	-1	0
Cc1nn(Cc2ccc(F)cc2)c2sc(C(=O)Nc3ccc(N4CCOCC4)cc3N3CCOCC3)cc12	6	40*	4	32	16	3	1	0	7	-4
CCOC(=O)c1sc2nc(C)nc(NCc3cccnc3)c2c1C	5	3	3	4	-14	1	2	-2	-1	-3
COc1ccc(-c2[nH]ncc2CN2CCCO2)cc1F	2	3	-1	-4	-7	-2	-1	-2	-5	3
N#Cc1ccccc1NC(=O)c1ccc(-c2ccccc2Cl)o1	1	-14	9	-2	0	-2	0	5	-10	4
COc1ccccc1-n1cnc(N)c1C(C)=O	5	0	1	1	-3	-4	-1	-3	2	-6
COc1cc(OC)cc(C(=O)Nc2ccc(S(=O)(=O)Nc3ccccn3)cc2)c1	2	-2	7	-3	-7	8	1	-1	2	0
O=C(NCCc1c[nH]c2ccccc12)c1cc(Cl)c2c(c1)OCO2	8	-4	7	-3	6	-14	0	2	3	2
CC1C(=O)N(Cc2ccc([N+](=O)[O-])cc2)c2ccccc2N1C(=O)C1CC1 (stereo not given)	1	-3	-2	-6	0	·	5	2	-4	0
CCOc1ccc2cc(S(=O)(=O)n3ccnc3C)ccc2c1	0	1	5	-2	0	-4	4	2	-6	6
CSc1cccc(NC(=S)N(CCC(C)C)C(C)c2ccncc2)c1 (stereo not given)	1	-2	5	-8	3	-4	-3	-1	-7	3
CC(=O)OC[C@@H]1CN(Cc2ccccc2)C[C@H](n2cnc3c(N4CCOCC4)ncnc32)O1	7	0	0	-1	-2	·	0	13	1	-7
COCCCNC(=O)COc1ccc(S(=O)(=O)NCc2ccccc2)cc1Cl	1	-8	-5	-2	-6	-5	-1	0	5	5
Cc1ccc(S(=O)(=O)N2CCOCC2)cc1NC(=O)COC(=O)c1ccc(Cl)nc1	-1	0	3	0	1	-7	-3	-1	-5	-1
O=C(O)c1ccccc1C(=O)c1ccc2c(c1)N(Cc1cccc(F)c1)C(=O)CO2	2	0	-4	-6	3	-6	-1	1	0	-6
CCC(C)(C)NC(=O)c1ccc(Br)o1	2	3	1	3	1	0	-1	1	9	1
COc1cccc(OC)c1C(=O)OCC(=O)NCCCc1ccccc1	-2	2	-5	-2	10	-3	1	-4	-3	-4

High-throughput results (PubChem BioAssay)
